# Screening data as filed in PubChem BioAssay.
# ELG1 genotoxic = induces genotoxicity in HEK293T cells with luciferase-tagged ELG1; HEK293T ELG1-luciferase reporter, luminescence, 16 h; Potency, µM (top dose mostly 46 µM), inactives show at the top dose activity change, positive = activation, hits mostly activators; 330,000 compounds, 1.3% hits; note: % of control where 0% means no effect; nearly all actives have a fitted effect of over 60% in size
#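 Luminescence read-out: rising ELG1-luciferase signal, reflecting elevated ELG1 protein under genetic stress, flags genotoxic compounds. Cells were treated for 16 hr at 37 °C before ONE-Glo detection.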
# BRCA1 expr up = activators of BRCA1 expression; MCF7-BRCA1-FFLuc reporter, luminescence, 48 h; response scale: scaled: vehicle 0%, 10 µM genistein 100%; Potency, µM (doses to about 46.1 µM), without a hit: top-dose activation, actives largely listed as activators; 380,000 compounds, 1.1% hits; AID 624202; note: nearly all actives have a fitted effect of over 80% in size; some results filed as inactive show a strong effect at the top dose
#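 Compounds are tested at multiple concentrations on MCF7 BRCA1-luciferase reporter cells seeded at 2000 per well; after 48 h, a single luminescence end-point is taken and curves fitted to the normalized data.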
# NPC1 promoter act = activators of NPC1 promoter; 320,000 compounds, 2.4% hits; AID 485313; Potency, µM (titrated, usually from 9.22 µM), for inactives: at the highest dose activation, actives largely listed as activators; Huh7 NPC1 promoter luciferase reporter, 24 h;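 note: % of control where 0% means no effect; nearly all actives have a fitted effect of over 60% in size; reporter is driven by a mutant NPC1 promoter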
#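 Cells: Huh7 expressing luciferase under the NPC1 promoter, 1500/well. Seeded 2 h, compound added, incubated 24 h at 37 °C. Luciferase reagent, 10 min ambient, then luminescence.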
# VP16 counter = counter-screen for ROR gamma inhibitors: Gal4-VP16 reporter; Drosophila S2 Gal4-VP16 UAS-luciferase, luminescence, 20 h; Potency, µM (top dose mostly 53.6 µM), without a hit: top-dose activity, negative = inhibition, actives largely listed as inhibitors; 310,000 compounds, 3.5% hits; AID 2546;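 note: Gal4-VP16 expression switched on by copper sulfate through the metallothionein promoter; % is set by controls: 0 for no effect and ±100 for the full control effect; nearly all actives have a fitted effect of over 50% in size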
# RORg inh = inhibitors of mouse ROR gamma transcriptional activity; P51450; Drosophila S2 Gal4-RORgamma UAS-luciferase reporter, 20 h; Potency, µM (titrated, usually from 53.6 µM), for the others: at the highest dose activity change, negative = inhibition, most hits filed as inhibitors; 310,000 compounds, 5.4% hits; AID 2551; note: % is set by controls: 0 for no effect and ±100 for the full control effect; nearly all actives have a fitted effect of over 60% in size
# Target sequence (P51450 whole entry, looked up, the tested form may be a part): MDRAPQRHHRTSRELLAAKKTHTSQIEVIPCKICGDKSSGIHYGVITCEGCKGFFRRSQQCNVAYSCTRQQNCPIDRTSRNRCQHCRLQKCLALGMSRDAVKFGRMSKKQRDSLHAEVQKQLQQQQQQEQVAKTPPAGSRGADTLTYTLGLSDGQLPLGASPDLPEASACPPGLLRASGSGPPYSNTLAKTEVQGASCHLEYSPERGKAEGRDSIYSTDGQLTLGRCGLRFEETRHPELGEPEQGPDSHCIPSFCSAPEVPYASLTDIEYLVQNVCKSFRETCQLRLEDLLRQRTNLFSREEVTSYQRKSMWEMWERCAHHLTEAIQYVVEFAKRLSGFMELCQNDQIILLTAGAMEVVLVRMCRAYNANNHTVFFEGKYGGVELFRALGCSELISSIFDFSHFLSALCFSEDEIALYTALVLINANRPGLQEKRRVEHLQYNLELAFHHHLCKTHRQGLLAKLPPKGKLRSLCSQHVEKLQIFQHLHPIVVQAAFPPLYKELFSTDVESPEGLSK
#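 Drosophila S2 cells stably expressing Gal4-DBD/mouse RORγ fusion under metallothionein promoter plus UAS-luciferase; compound 1 h, then 700 uM CuSO4 induction for 20 h at ambient temperature; inhibition read as reduced luminescence.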
# uPA generation = inhibitors of cell surface uPA generation | Potency, µM (series often up to 38.3 µM), inactives show at the highest dose activity change, negative = inhibition, most hits filed as inhibitors | 330,000 compounds, 0.31% hits | cell surface uPA generation assay, qHTS; active = well fitted inhibition curve with a large enough effect; inconclusive = small, poorly fitted or top-dose-only effect; inactive = no such curve, though single readings can be large or run the other way; tested in mouse RAW 264.7 cells; note: % is set by controls: 0 for no effect and ±100 for the full control effect; nearly all actives have a fitted effect of over 55% in size
# Rab9 prom act = activators of Rab9 promoter; Potency, µM (top dose mostly 9.22 µM), without a hit: at the top dose activation, negative = inhibition, most hits filed as activators; AID 485297; Huh7 Rab9 promoter-luciferase reporter, luminescence, 24 h; 320,000 compounds, 2.8% hits; note: % of control where 0% means no effect; nearly all actives have a fitted effect of over 60% in size
#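 Measured in stably transfected Huh7 cells bearing a Rab9 promoter–luciferase construct: 24 h compound treatment at 37 °C, followed by luminescence detection.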
# FLuc counter = inhibits or activates purified firefly luciferase, miR-21 counter-screen; Potency, µM (series often up to 57.5 µM), inactives show at the highest dose activity change, negative = inhibition, most hits filed as inhibitors; purified FLuc, Km substrates, luminescence inhibition; P08659; 360,000 compounds, 6.9% hits; AID 588342;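 note: plate controls were vehicle for no effect and reference inhibitor for full effect; nearly all actives have a fitted effect of over 55% in size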
#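 Purified P. pyralis luciferase (10nM final) with 10uM D-luciferin and 10uM ATP (Km levels) in 50mM Tris acetate pH 7.5, 10mM Mg acetate, 0.01% Tween-20, 0.05% BSA; qHTS 6-point titration, ~60 µM downward; luminescence read.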
# MBNL1 CUG block = blocks human MBNL1 binding to CUG repeat RNA; Q9NR56; TR-FRET MBNL1-His/biotin-(CUG)12 binding, 665/545 ratio; Potency, µM (doses to about 57.5 µM), for the others: at the top dose activity change, negative = inhibition, most hits filed as inhibitors; 280,000 compounds, 0.036% hits; AID 2675; active = well fitted inhibition curve with a large enough effect in the signal ratio, with a control signal flat, not every such curve was filed as active; inconclusive = small, poorly fitted or top-dose-only effect, or effect the other way, or a change in a side signal; inactive = no such curve, though single readings can be large or run the other way; the % refers to the signal ratio; note: % is set by controls: 0 for no effect and ±100 for the full control effect
# Target sequence (Q9NR56 whole entry, looked up): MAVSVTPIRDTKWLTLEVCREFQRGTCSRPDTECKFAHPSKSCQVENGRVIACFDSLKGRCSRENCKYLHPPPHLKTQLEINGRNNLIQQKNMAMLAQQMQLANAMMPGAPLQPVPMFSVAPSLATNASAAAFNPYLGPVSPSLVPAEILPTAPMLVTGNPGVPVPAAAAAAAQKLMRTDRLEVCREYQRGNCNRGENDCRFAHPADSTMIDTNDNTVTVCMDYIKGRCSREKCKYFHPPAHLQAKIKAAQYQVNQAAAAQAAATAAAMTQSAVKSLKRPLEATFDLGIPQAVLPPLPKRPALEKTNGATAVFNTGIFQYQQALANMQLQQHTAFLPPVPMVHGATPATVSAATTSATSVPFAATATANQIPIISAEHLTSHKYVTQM
#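 TR-FRET between His-tagged MBNL1 and biotin-(CUG)12 RNA, detected with Tb anti-His antibody (0.055 ng/ul) and streptavidin-XL665 (5 nM), 60 min at room temperature. Compounds titrated 92 nM to 58 uM; 665/545 nm ratio normalized to buffer and complex controls.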
# p53 reactivator = mutant p53 re-activation in reporter cells; Potency, µM (doses to about 92.2 µM), for inactives: at the top dose activity change, positive = activation, usual class: activators; H1299 p53-A138V BP100-luciferase reporter, luminescence, 24 h; 320,000 compounds, 0.063% hits; AID 504706; note: % of control where 0% means no effect; nearly all actives have a fitted effect of over 45% in size
#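 H1299 (p53-null), stable ts p53-A138V + BP100-Luc; 1000 cells/well, Opti-MEM/10% FBS; cpd 4 pt, 1:5; 24 h, 37 deg C, 5% CO2; detection reagent 10 min RT; luminescence.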
# * = called active by the depositor; ? = inconclusive; / = not tested or not shown; [ ] = another dose, or the depositor's remark. Unless noted, calls come from the whole dose curve; as a rule, active = well fitted curve in the direction sought with a large enough effect; inconclusive = small, poorly fitted or top-dose-only effect, or another doubt; inactive = no such curve, though single readings can be large; an effect the other way counts as inactive or inconclusive. Potency is the fitted concentration of half-maximal effect.
# Below each SMILES: ELG1 genotoxic, BRCA1 expr up, NPC1 promoter act, VP16 counter, RORg inh, uPA generation, Rab9 prom act, FLuc counter, MBNL1 CUG block, p53 reactivator
- O=C(COc1ccc(Br)cc1)Nc1ccc(N2CCOCC2)cc1N1CCOCC1
  ?, -15.5%, 2.1%, /, /, 9.5%, 6.8%, /, /, -2.7%
- Cc1ccccc1C(=O)N1CCC(C(=O)OCc2nc(N)nc(Nc3ccccc3)n2)CC1
  -2.8%, -8.4%, -0.9%, /, /, -0.7%, 9.0%, ?, /, -1.2%
- COCCN(C(=O)CSc1nnc2cc(C)c3ccccc3n12)c1c(N)n(Cc2ccccc2)c(=O)[nH]c1=O
  4.6%, -29.9%, -1.4%, 3.4%, 15.3%, 0.8%, -2.0%, -1.9%, 7.6%, -14.5%
- Cc1c(-c2ccccc2)oc2nc3c(c(=O)n(C)c(=O)n3C)n12
  1.0%, /, -0.9%, -0.6%, -11.9%, /, -11.2%, 4.9%, 3.1%, 3.2%
- Cc1ccc2c(c1)nnn2C1CCN(C(=O)NC23CC4CC(CC(C4)C2)C3)CC1
  -3.7%, /, -3.2%, -2.1%[0.365 µM], ?, /, -1.9%, 5.5%, -5.0%, -0.5%
- COC(=O)c1cccc(NC(=O)c2cc3ccccc3o2)c1
  15.9%, 3.0%, 0.708µM*, -12.1%, ?, ?, 0.708µM*, 2.13µM*, -6.8%, /
- CC(C)(C)C(=O)Nc1nc2cc3c(cc2s1)OCO3
  ?, ?, 2µM*, -9.8%, ?, ?, 1.12µM*, 4.78µM*, 8.5%, ?
- CCc1ccc(N2CN=c3s/c(=C\c4ccccc4)c(=O)n3C2)cc1
  0.7%, 4.2%, -4.1%, -4.3%, 0.3%, -10.5%, -0.2%, ?, /, 6.2%
- COc1ccc(C(=O)Nc2ccccc2C(=O)N/N=C/c2ccccc2OC)cc1
  ?, 14.6%, ?, 12.6µM*, 15.8µM*, -7.6%, 17.7%, 0.0757µM*, -1.4%, 1.6%
- COc1ccc2c(c1)c(CC(=O)Nc1cc(C)ccc1C)c(C)n2C(=O)c1ccc(Cl)cc1
  7.6%, -24.6%, -2.8%, -16.8%, 14.4%, -7.9%, -3.7%, -8.2%, -29.4%, -8.0%
- CO/N=C/C1C(=O)NN=C1c1ccccc1 (stereo not given)
  6.3%, 12.8%, 0.3%, -6.6%, 9.9%, 4.1%, 0.7%, -12.8%, 0.5%, 0.8%
- OCCCc1nc2ccccc2n1CCOc1ccccc1
  -1.5%, -5.7%, -2.7%, -2.8%, 4.8%, -11.8%, 3.2%, -1.4%, 0.8%, 4.0%
- O=c1[nH]cc(I)cc1I
  3.8%, -5.3%, -1.0%, 4.4%, 10.6%, 21.5%, -3.3%, -9.9%, -19.7%, -2.5%
- CCN(C(=O)CCN1C(=O)c2ccccc2C1=O)C1CCCCC1
  -6.2%, 16.3%, -1.8%, -0.6%, -2.2%, 0.1%, -2.1%, 2.4%, 2.9%, 0.9%
- O=C(CCCn1c(=S)[nH]c2cc3c(cc2c1=O)OCO3)N1CCN(c2ccc(Cl)cc2)CC1
  -4.1%, 2.5%[1.84 µM], -6.0%, 5.62µM*, 6.31µM*, -10.9%, 1.8%, 3.1%, -1.1%, -17.3%
- COC(=O)C1=C(CCc2ccccc2)NC(=O)NC1c1ccc(Br)cc1 (stereo not given)
  -1.8%, -14.6%, -3.7%, 1.4%, 25.9%, 8.7%, 0.3%, -10.2%, -3.5%, 2.8%
- Cc1c(O)ccc2c(=O)c(-c3nncn3-c3ccccc3)coc12
  1.8%, -12.0%, -0.8%, -8.9%, -20.6%, 13.2%, -7.0%, -1.8%, -2.9%, -4.6%
- O=C(O)c1cc(S(=O)(=O)N2CCCC2)ccc1Br
  -2.0%, 1.1%, -3.5%, -5.3%, 10.7%, /, 9.2%, 6.4%, -6.6%, 1.8%
- O=S(=O)(c1ccc2c(c1)CCCN2)N1CCCC1
  -0.3%, 13.4%, -1.7%, /, /, 17.3%, -7.4%, /, /, ?
- O=C(COC(=O)c1cc(Cl)ccc1O)NCCNC(=O)COC(=O)c1cc(Cl)ccc1O
  5.5%, 3.6%, -3.8%, 5.9%, -22.0%, 4.4%, -4.6%, 2.3%, -2.8%, 13.2%
- Cc1ccccc1OCCC(=O)N1CCN(S(=O)(=O)c2ccc(F)cc2)CC1
  -5.2%, -25.2%, -4.9%, -7.9%, -5.3%, -1.1%, 1.9%, 1.8%, -0.4%, 3.9%
- CCOc1ccccc1NC(=O)C1=C(C)NC(=O)NC1c1cccs1 (stereo not given)
  -0.1%, -5.3%, 4.9%, 7.5%, 2.2%, 4.0%, -12.5%, 1.0%, 8.0%, -3.5%
- CSc1cccc(NC(=O)CN(C)S(=O)(=O)c2ccccc2)c1
  14.3%, 44.7%, 10.9%, 22.8%, ?, 2.8%, 2.6%, ?, 1.7%, 22.0%
- Cc1csc(SCCn2c(N3CCOCC3)nc3c2c(=O)[nH]c(=O)n3C)n1
  -6.6%, 4.2%, -3.1%, -14.0%, 29.2%, -1.5%, -1.9%, 2.1%, -8.2%, -2.1%
- CC1CCC(NC(=O)CCN2C(=O)C3C4C=CC(C4)C3C2=O)CC1 (stereo not given)
  3.1%, 25.3%, -2.1%, -6.0%, -0.6%, -2.6%, 3.7%, 2.1%, -0.9%, 2.7%
- O=C(Nc1ccccc1)c1nnsc1S(=O)(=O)c1ccc(Cl)cc1
  0.6%, -24.3%, 1.5%, 11.2µM*, ?, -11.6%, -2.3%, ?, -6.6%, -30.7%[inhibitor]
- CCOc1cc(C2C3=C(CC(C)(C)CC3=O)N(CCCOC)C3=C2C(=O)CC(C)(C)C3)ccc1O
  2.7%, 5.1%, 1.2%, 2.3%, 3.0%, -18.1%, 0.6%, -1.4%, 22.0%, 6.3%
- CCN1C(=O)C(CC(=O)Nc2c(C)cccc2C)Nc2cc(S(=O)(=O)N(C)C)ccc21 (stereo not given)
  -8.9%, 1.7%, -3.2%, -11.1%, 10.1%, -5.3%, -1.6%, 3.6%, -5.5%, 2.9%
- CCOC(=O)c1ccc(N=Cc2nc3ccccc3n2C)cc1
  4.2%, -25.0%, 3.1%, 5.5%, ?, 1.0%, 17.7%, ?, -9.7%, ?
- O=[N+]([O-])c1ccc(Sc2cccc3cccnc23)c([N+](=O)[O-])c1
  -29.2%, -66.3%, -20.6%, 7.08µM*, 7.08µM*, 10µM*, -33.6%[inhibitor], -15.8%, ?, 0.8%

# Next section
# Below each SMILES: ELG1 genotoxic, BRCA1 expr up, NPC1 promoter act, VP16 counter, RORg inh, uPA generation, Rab9 prom act, FLuc counter, MBNL1 CUG block, p53 reactivator
- CCCc1cc(=O)[nH]c(SCC(=O)N2CCN(c3ccc(F)cc3)CC2)n1
  -6.3%, -28.2%, 1.6%, 10.5%, 7.6%, -7.4%, -4.1%, -2.8%, 3.2%, -10.1%
- COC(=O)c1ccc(OC(=O)CCN2C(=O)C3C4c5ccccc5C(c5ccccc54)C3C2=O)cc1 (stereo not given)
  3.1%, -5.4%, -2.3%, 21.9%, 3.3%, 1.3%, 1.9%, -0.2%, 1.6%, -5.4%
- Cc1ccc(N2CC(NC(=O)N3CCN(C(=O)c4ccco4)CC3)CC2=O)cc1 (stereo not given)
  -1.4%, -10.8%, 0.6%, /, /, 5.2%, 2.7%, -2.0%, /, -1.6%
- O=C(CSCc1ccccc1F)NCc1ccccc1
  ?, 7.08µM*, ?, -14.0%, 0.2%, 7.4%, ?, 23.9µM*, -8.3%, -0.4%
- CCOc1ccc(S(=O)(=O)N2CCCC(C(=O)N3CCOCC3)C2)cc1C (stereo not given)
  -8.0%, -5.7%, 1.2%, /, /, 1.5%, 1.1%, 11.4%, -2.0%, /
- Cc1nc(SCC(=O)Nc2cc(Cl)ccc2[N+](=O)[O-])nc(C)c1C
  -0.8%, -34.0%, -5.7%, ?, -19.4%, 2.5%, -9.3%, 4.7%, ?, -12.7%
- O=C(CN1CCOCC1)NC1C2CC3CC(C2)CC1C3 (stereo not given)
  -1.5%, -15.0%, 4.8%, -10.0%, -19.7%, 1.9%, 0.7%, 0.5%, 1.8%, -5.1%
- COc1cc(C(=O)NCC(c2ccccc2)N(C)C)ccc1OCC(=O)N1CCOCC1 (stereo not given)
  0.3%, -8.0%, -4.1%, -1.3%, -5.6%, 4.8%, -2.0%, 0.1%, -4.2%, -0.8%
- CSc1ccc(S(=O)(=O)NC2CC2)cc1
  1.4%, -3.1%, -1.7%, -10.8%, -0.5%, 20.2%, -1.3%, 1.4%, -1.7%, -2.2%

# Structures listed so far shown as hits in RORg inh:
compound,RORg inh,uPA generation,Rab9 prom act,p53 reactivator
COc1ccc(C(=O)Nc2ccccc2C(=O)N/N=C/c2ccccc2OC)cc1,15.8µM*,-7.6%,17.7%,1.6%
O=C(CCCn1c(=S)[nH]c2cc3c(cc2c1=O)OCO3)N1CCN(c2ccc(Cl)cc2)CC1,6.31µM*,-10.9%,1.8%,-17.3%
O=[N+]([O-])c1ccc(Sc2cccc3cccnc23)c([N+](=O)[O-])c1,7.08µM*,10µM*,-33.6%[inhibitor],0.8%
